PGC1a acetyl inh: modulators of PGC1a acetylation; inhibition, % at 15.6 µM; U2OS PGC1a acetylation, AlphaScreen anti-acetyl-lysine; with virally co-expressed GCN5 acetyltransferase; 0.17% of 350,000 active;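 active = every replicate shows inhibition of at least 40%; inconclusive = mean inhibition at least 40% but some replicate below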;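 also: 0% = neutral control wells and 100% = positive control wells; some results beyond the cut were filed as inactive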
RAD52 anneal inh: blocks human RAD52 DNA annealing | P43351 | recombinant RAD52 DNA annealing, FRET fluorescence | inhibition, % at 18.7 µM | 0.46% of 360,000 active;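 active = every replicate showing at least 50% inhibition; inconclusive = mean inhibition at least 50% but not in every replicate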
Target sequence (P43351 whole entry, looked up): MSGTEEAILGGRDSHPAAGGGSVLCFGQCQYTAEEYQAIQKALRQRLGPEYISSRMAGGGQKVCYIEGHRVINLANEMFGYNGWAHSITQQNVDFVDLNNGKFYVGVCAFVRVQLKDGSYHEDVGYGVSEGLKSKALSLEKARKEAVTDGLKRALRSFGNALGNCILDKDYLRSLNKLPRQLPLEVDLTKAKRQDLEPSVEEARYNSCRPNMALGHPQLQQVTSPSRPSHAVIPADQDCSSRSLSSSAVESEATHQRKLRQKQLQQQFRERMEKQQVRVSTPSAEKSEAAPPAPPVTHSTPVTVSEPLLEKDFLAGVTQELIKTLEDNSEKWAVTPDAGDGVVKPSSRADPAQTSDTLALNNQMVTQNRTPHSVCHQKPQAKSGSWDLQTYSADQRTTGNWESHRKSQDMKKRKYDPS
E-selectin induc: induces E-selectin expression in human endothelial cells. P16581. HUVEC E-selectin immunofluorescence imaging; normalized: neutral wells 0, TNF-alpha wells 100. activation, % at 7.58 µM. 0.37% of 260,000 active. AID 686992;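 active = mean E-selectin-positive cell signal at least 10% of the positive control, reached in at least 60% of replicates, without over 20% cell loss; inconclusive = no rule given, readout overlaps actives, possibly toxicity-flagged; inactive = the rest, including those meeting only one limit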;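 also: in these data hits start at about 27%; measured in HUVEC primary endothelial cells; signal is the percent of cells scored E-selectin positive by PE staining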
Target sequence (P16581 whole entry, looked up): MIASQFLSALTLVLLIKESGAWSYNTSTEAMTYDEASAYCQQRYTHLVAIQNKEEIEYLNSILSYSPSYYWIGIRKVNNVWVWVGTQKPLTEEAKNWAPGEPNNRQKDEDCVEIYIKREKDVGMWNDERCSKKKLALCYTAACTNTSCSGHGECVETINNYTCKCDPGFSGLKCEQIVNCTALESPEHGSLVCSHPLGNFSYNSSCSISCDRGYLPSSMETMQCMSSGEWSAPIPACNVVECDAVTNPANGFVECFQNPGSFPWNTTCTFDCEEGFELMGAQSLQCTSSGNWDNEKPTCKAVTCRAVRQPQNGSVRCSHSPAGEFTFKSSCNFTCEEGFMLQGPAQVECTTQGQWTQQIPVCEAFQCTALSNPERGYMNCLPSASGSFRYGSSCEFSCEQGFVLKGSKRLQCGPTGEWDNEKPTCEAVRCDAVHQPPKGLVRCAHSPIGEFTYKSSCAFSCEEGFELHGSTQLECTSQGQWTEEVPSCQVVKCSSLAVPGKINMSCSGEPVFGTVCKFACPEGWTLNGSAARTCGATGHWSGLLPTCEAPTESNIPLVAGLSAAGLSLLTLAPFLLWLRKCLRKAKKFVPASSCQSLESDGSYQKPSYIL
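Test system: HUVEC | Signal: Immunofluorescence imaging | Read-out: Percent E-selectin-positive cells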
RAD54 inh: inhibitors of human RAD54 branch migration; inhibition, % at 10.4 µM; RAD54 Holliday junction branch migration, FAM/BHQ fluorescence; 0.14% of 360,000 active; AID 602329; Q92698;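 active = mean normalized replicate activity at least 40 and at least half of replicates scoring 40 or more; inconclusive = only one of the two criteria met; inactive = mean below 40 and under half of replicates reaching 40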;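 also: 0% = median of neutral control wells and 100% = median of positive control wells; inhibitors cause a drop in the FAM fluorescence signal; in these data hits start at about 50%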
PglD DTNB: blocks C. jejuni PglD acetyltransferase activity; purified PglD enzyme, DTNB colorimetric CoA detection; inhibition, % at 12.5 µM; 0.098% of 360,000 active; AID 602405; in the data active = inhibition above about 16%, passing the limit was not always enough; inconclusive = no clear call, values can overlap the other calls; also: strong numbers were not always called active
ERAP1 HTS inh: ERAP1 (human) enzyme inhibition; Q9NZ08; recombinant ERAP1, Leu-AMC fluorescence, 60 min; inhibition, % at 10.7 µM; 0.15% of 340,000 active; AID 652197;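 active = mean replicate inhibition of at least 30%, or all replicates individually reaching that 30% level; inactive = mean below 30% and not every replicate reaching it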;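 also: 0% = neutral control wells and 100% = L-leucinethiol positive control wells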
Cneo AK release: causes C. neoformans cell lysis; AID 651654; lysis activity, % at 15 µM; 0.2% of 360,000 active; adenylate kinase release luminescence, 4 h; normalised: neutral wells 0, clomiphene wells 100;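 active = mean lysis activity across replicates of at least 80%, whatever share of replicates individually reach that level; inactive = mean lysis activity below 80%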
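Assay system: Cryptococcus neoformans yeast cells / Dosing: single-point compound dose / Timing: 4 h at 37 °C static, read 1 h later / Measured by: luminescence of released adenylate kinase using an AK detection reagent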
miR122 inh: blocks miR-122 activity in Huh7 sensor cells. activation (reporter increase), % at 12.5 µM. AID 602342. 0.3% of 340,000 active. Huh7 miR-122 Renilla luciferase sensor, 48 h; neutral wells = 0, positive control = 100;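 active = mean replicate activation score at least 90 and every replicate individually at or above 90; inconclusive = only one of the two criteria met; inactive = neither criterion met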;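 also: higher luciferase means less miR-122 activity so hits act as miR-122 inhibitors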
* marks the source's active call; other numbers are inactive results; ? = inconclusive; . = no result given; & = joins results of further samples; [ ] = dose if it differs, or a comment.

SMILES	E-selectin induc	miR122 inh	PGC1a acetyl inh	RAD52 anneal inh	Cneo AK release	PglD DTNB	RAD54 inh	ERAP1 HTS inh
O=C(Nc1ccccn1)c1cccc(S(=O)(=O)N2CCCC2)c1	0.0	-3	1	-19	-1	-9	-3	-3
Cc1ccc(O)c(NC(=S)NC(=O)/C=C/c2ccco2)c1	.	11	-27	-33	-27	9	3	3
Cc1ccc(C(=O)Nc2cccc3cccnc23)cc1C	0.3	.	.	-11	-3	-2	-3	1
CC(=O)Nc1ccc(C(=O)Nc2nnc(CCc3ccccc3)s2)cc1	-0.1	-4	-7	-12	-2	7	-4	2
O=C1OCCN1C(=O)[C@H]1[C@H](c2ccc([N+](=O)[O-])cc2)C(c2cccc(Cl)c2)=NN1c1ccccc1	0.0	7	1	6	2	3	1	3
Cc1ccc(S(=O)(=O)NCC(=O)OCc2cc(=O)oc3cc(C)ccc23)cc1	.	.	.	-1	0	.	6	-4
O=C(c1ccco1)N1CCN(C(=O)c2cn(-c3ccccc3)nc2-c2ccc(F)cc2)CC1	0.0	0	.	1	-3	-2	-7	1
CCCCN1C(=O)/C(=C2/Sc3ccc(OC)cc3N2CC)SC1=S	.	-16	.	.	-1	-2	0	.
CCOc1c2ccc(C(=O)NCc3ccco3)cc2nn1CCOC	.	1	21	-10	2	5	-11	1
Cc1cccc(CNS(=O)(=O)c2ccc(-c3cnc(C4CC4)o3)cc2)c1	.	3	5	3	1	.	10	4
COc1ccc([C@@]2(O)c3c(ccc(CC=C(C)C)c3O)NC(=O)[C@@H]2OC)cc1	.	-3	0	-5	1	-4	1	1
CC(=O)Nc1ccc(NC(=O)c2ccc(NC(=O)c3ccccc3)cc2)cc1	-0.3	-13	4	-13	-1	0	8	-1
COc1ccc(-c2cc(C3CCN(C(=O)OC(C)(C)C)CC3)[nH]n2)cc1	2.6	.	15	-26	.	.	.	-4
CCOC(=O)C1CCCN(C(=O)/C=C/c2ccccc2[N+](=O)[O-])C1 (stereo not given)	.	-6	7	.	0	-1	7	.
CCOC(=O)CN1C(=O)N[C@@H](c2cccs2)C(C(C)=O)=C1C	0.4	3	1	-29	0	-8	6	1
COc1ccc(C(CNC(=O)c2ccc(S(=O)(=O)N3CC(C)CC(C)C3)cc2)N(C)C)cc1 (stereo not given)	.	6	.	16	0	-2	-4	3
C[C@@H]1CCCCO[C@H](CN(C)C(=O)Cc2ccccc2)[C@H](C)CN([C@@H](C)CO)C(=O)c2cc(NC(=O)c3ccncc3)ccc2O1	0.2	5[16.7 µM]	-1	14	2	7	0	-3
COc1ccc(Cl)cc1NC(=O)CS(=O)(=O)c1cccc2nsnc12	.	8	4	.	-2	2	3	.
O=C(Cn1nc(C(=O)O)c2ccccc2c1=O)NCCC1=CCCCC1	.	3	6	.	2	-4	7	.
COc1ccc(OC)c(/C(O)=C/C(=O)C(=O)Nc2ccccc2OC)c1	.	1	-17	.	2	-1	0	.
Cc1ccccc1NC(=O)c1cc([N+](=O)[O-])ccc1NCCN1C(=O)CCC1=O	5.7	-3	-21	-4	.	.	.	6
ON=C1CCCC2CCCCC12 (stereo not given)	1.9	.	-11	-6	0	3	-9	-2
O=C(CCCCn1c(=O)[nH]c2ccccc2c1=O)NCCc1c[nH]c2ccccc12	?	0	-12	-5	-1	-7	1	-3
COc1ccc(NC(=O)Nc2ccc3c(c2)C(=O)N([C@@H](C)CO)C[C@@H](C)[C@H](CN(C)Cc2ccc(C(=O)O)cc2)OCCCC[C@H](C)O3)cc1	-0.2	-3[16.7 µM]	2	3	2	3	3	-24
CC(=O)OCc1cc2cccc(C)c2[nH]c1=O	.	5	-1	.	-1	1	-1	.
C[C@@H]1CN([C@H](C)CO)C(=O)c2cc(NC(=O)NC3CCCCC3)ccc2O[C@@H](C)CCCCO[C@H]1CN(C)S(=O)(=O)c1cn(C)cn1	-0.2	0[16.7 µM]	-6	7	0	-4	2	-1
O=c1[nH]c(/C=C/c2cccc(Br)c2)nc2ccccc12	.	.	-13	-6	1	-1	-7	2
O=C1CC[C@@H](OCc2ccccc2)CCN1CC[C@H](Sc1ccccc1)c1ccccc1	-0.1	1	3	-18	-1	0	-10	-3
Cc1cccc(C(O)C(O)c2cccc(C)n2)n1 (stereo not given)	-0.1	0	-10	-7	0	2	7	-1
Cc1ccc(OCC(=O)N2CCc3ccccc32)cc1	0.1	13	-12	-8	0	-3	-7	-3
COc1cc(/C=C2/SC(=NCc3ccccc3)N(Cc3ccccc3)C2=O)ccc1O	.	-7	-3	.	37	-4	-14	.
CCCn1c(=O)c2ccccc2n2c(SCCOc3ccc(C)cc3)nnc12	.	-5	.	-23	0	-6	-11	1
CCc1ccc([C@@H]2CC=C(C(=O)O)[C@H](c3ccccc3)N2S(=O)(=O)c2ccc(C)cc2)cc1	.	34	3	-3	-1	2	0	3
CCC(CC)n1[nH]c(=O)c2c(C)cc(C)nc21	.	2	-1	.	1	-1	-18	.
CCOc1ccc(-c2c(C(=O)N/N=C(\C)c3cccs3)nnn2-c2nonc2N)cc1	.	-9	1	-49	7	-2	-4	-3
COc1ccccc1-c1ccc2c(c1)O[C@H](CN(C)C(=O)c1ccncc1)[C@H](C)CN([C@H](C)CO)S2(=O)=O	-0.2	41[16.7 µM]	2	-4	4	-8	-6	0
O=C1c2cccc3cccc(c23)C(=O)N1c1nncs1	.	2	3	.	-2	-3	4	.
COc1ccc(C(=O)C2CCCN(C(=O)c3cnsn3)C2)c(C)c1 (stereo not given)	3.4	1	-1	-15	.	.	.	.
CCOC(=O)C1=C(N)N2C(=O)C(C)SC2=C(C(=O)OC)C1c1cccc(OC)c1 (stereo not given)	.	-5	7	-25	-2	-1	-12	1
Cc1ccc(NP(=O)(c2ccc(N(C)C)cc2NC(=O)c2cccs2)N2CCOCC2)cc1Cl (stereo not given)	1.9	2	-7	.	-5	1	-3	.
CC(C)N(Cc1ccccc1)C(=O)CCS(=O)(=O)c1ccc2c(c1)oc(=O)n2C	.	.	.	-5	-1	0	7	5
CCOC(=O)c1[nH]c(C)c(C(=O)NCC2CCCO2)c1C (stereo not given)	.	-1	10	.	1	2	-2	.
CCC(=O)Nc1ccc2c(c1)C(=O)N(C)C[C@@H](OC)[C@H](C)CN(C(=O)CC1CC1)[C@@H](C)CO2	-0.1	-7[16.7 µM]	-13	-5	0	2	8	-1
CNC[C@H]1Oc2c(NC(=O)C3CCOCC3)cccc2C(=O)N([C@H](C)CO)C[C@H]1C	-0.2	10[16.7 µM]	1	-13	-2	4	-2	1
CCCCC(=O)N(C)c1c(C)nc2ccc(C(=O)NCc3ccccc3OC)cn12	-0.7	-2	.	-14	1	0	-4	-2
CC(C)Oc1ccc(C(=O)Nc2nc3ccccc3[nH]2)cc1	.	2	.	-14	-4	-4	11	2
CCCCCC(=O)Nc1nnn(CCC)n1	.	.	0	.	-1	-174	10	.
COc1ccc(-c2cc(C(=O)Nc3cc(C)n(Cc4ccc(Cl)cc4)n3)no2)cc1OC	.	.	1	-9	2	0	1	2
CCC(NC(=O)c1ccccc1NC(=O)C(C)(C)C)C(=O)N1CCCC1 (stereo not given)	0.0	-3	.	-8	.	.	.	2
C/C=C/c1ccc([C@@H]2[C@H](CO)N(C(=O)CC)[C@H]2CNC(=O)C2CC2)cc1	0.0	24[16.7 µM]	0	-50	2	4	9	-4
Cc1cccc(C)c1NC(=O)COC(=O)c1ccccc1[N+](=O)[O-]	.	-3	-7	-11	3	2	0	0
COc1cccc(C(=O)NCCS(=O)(=O)N2CCC(C)CC2)c1	1.6	-8	-12	-18	-2	7	13	-2
COc1ccc(C(=O)N2CCC(C(=O)Nc3ccccc3OC)CC2)cc1	.	-3	-16	.	-1	0	5	.
C[C@H](CO)N1C[C@H](C)[C@H](CN(C)Cc2ccc(Cl)c(Cl)c2)Oc2ccc(NC(=O)Nc3ccc4c(c3)OCO4)cc2CC1=O	?	-9[16.7 µM]	-5	-8	0	-1	1	-1
CCCN1CCC(=O)N([C@H](CSc2ccc(OC)cc2)Cc2ccccc2)CC1	0.0	-2	1	12	26	1	-4	-1
C=CCNC(=O)C1CCCN(S(=O)(=O)c2ccc(-n3cnnn3)cc2)C1 (stereo not given)	0.1	3	9	-5	-2	6	4	2

New compounds follow:
SMILES	E-selectin induc	miR122 inh	PGC1a acetyl inh	RAD52 anneal inh	Cneo AK release	PglD DTNB	RAD54 inh	ERAP1 HTS inh
CCOC(=O)c1cnc2c(c(C)nn2-c2ccc(C)cc2)c1Cl	0.1	.	.	2	-1	-2	-11	-5
CC[C@]12c3[nH]c4cc(-c5ccco5)ccc4c3CCN1C(=O)[C@@H](CC(=O)NC(C)(C)C)C[C@@H]2C(=O)N1CCN(C(=O)c2ccco2)CC1	-0.4	6	-3	-14	1	-5	-7	.
CC(C)c1ccc2[nH]c(O)c(N=NC(=O)c3cccc(S(=O)(=O)Nc4ccc(Cl)cc4)c3)c2c1	6.4	3	-14	-12	-3	-1	-1	-1
COc1ccc(S(=O)(=O)N2CCC(C(=O)NCCc3ccccc3)CC2)cc1OC	.	-2	9	.	1	-3	-5	.
O=C(NCc1cccc(F)c1)[C@@H]1[C@@H](CO)[C@@H]2Cn3c(ccc(-c4ccncc4)c3=O)[C@H]1N2CC1CC1	0.1	4[16.7 µM]	.	6	6	-5	-7	0
COc1ccc(CNC(=O)C[C@H]2C=C[C@H](NS(=O)(=O)c3cccc(OC)c3)[C@H](CO)O2)cc1	0.8	.	-2	2	.	.	.	2
O=S(=O)(Cc1ccccc1Cl)N1CCCC1	.	-2	5	-11	.	.	.	-3
CN(C)C(=O)C[C@@H]1CC[C@@H]2[C@H](COC[C@@H](O)CN2C(=O)C2CCCC2)O1	0.2	-2[16.7 µM]	3	-48	4	-1	-6	-2
Cc1cccc(N2CCN(Cc3nc(-c4ccc(F)cc4F)oc3C)CC2)n1	0.0	-3	3	-12	1	0	-2	-2
C[C@@H]1CN([C@@H](C)CO)C(=O)c2cc(/C=C/c3ccccc3)cnc2O[C@@H]1CN(C)S(=O)(=O)c1ccc(F)cc1	-0.1	1	9	-3&13	-1&-2	-2&-2	-2&-8	1&4
COC(=O)C1=C(C)N(c2ccc(S(N)(=O)=O)cc2)C(=O)C1	.	1	3	.	-3	1	7	.
CN1C2CCC1CC(NC(=O)c1cc(S(=O)(=O)N(C)C)c(Cl)cc1Cl)C2 (stereo not given)	0.6	-1	-3	-7	-1	-3	-13	2
C[C@H]1CN([C@@H](C)CO)C(=O)Cc2cc(NS(=O)(=O)c3ccc(F)cc3)ccc2O[C@@H]1CN(C)Cc1ccc(C(F)(F)F)cc1	0.1	0[16.7 µM]	-5	17	2	2	-6	-1

Ordered by heavy-atom count (falling): three of the compounds above.
SMILES	E-selectin induc	miR122 inh	PGC1a acetyl inh	RAD52 anneal inh	Cneo AK release	PglD DTNB	RAD54 inh	ERAP1 HTS inh
C[C@H]1CN([C@@H](C)CO)C(=O)Cc2cc(NS(=O)(=O)c3ccc(F)cc3)ccc2O[C@@H]1CN(C)Cc1ccc(C(F)(F)F)cc1	0.1	0[16.7 µM]	-5	17	2	2	-6	-1
CN(C)C(=O)C[C@@H]1CC[C@@H]2[C@H](COC[C@@H](O)CN2C(=O)C2CCCC2)O1	0.2	-2[16.7 µM]	3	-48	4	-1	-6	-2
COC(=O)C1=C(C)N(c2ccc(S(N)(=O)=O)cc2)C(=O)C1	.	1	3	.	-3	1	7	.
